Compound activity from PubChem.
MITF TRPM1 HTS: MITF TRPM1 promoter activation in melanoma cells; AID 588334; activation, % at 12.5 µM; SK-MEL-5 TRPM1-promoter luciferase, 24 h; % of positive control, neutral wells = 0; 0.75% of 300,000 active;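 active = mean activation of at least 80% with every replicate also reaching 80%; inconclusive = mean reaches 80% but some replicate falls short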;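 note: 0% = neutral control wells and 100% = parthenolide positive control wells; values of inactives mirror those of a sister screen read the other way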
Wnt act: activators of Wnt/beta-catenin signaling; activation, % at 9.35 µM; Wnt/beta-catenin reporter cell assay, activator, plate reader; AID 743398; 1.2% of 300,000 active; in the data active = activation above about 30%, passing the limit was not always enough; inconclusive = no clear call, values can overlap the other calls;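 note: 0% = neutral control wells and 100% = positive control wells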
SR-BI HDL uptake: inhibitors of mouse SR-BI mediated HDL lipid uptake | Q61009 | ldlA[mSR-BI] CHO cells, DiI-HDL uptake fluorescence, 3 h | inhibition, % at 12.5 µM | 0.96% of 320,000 active;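 active = mean replicate inhibition of at least 70% and a set share of replicates each scoring 70 or more; inconclusive = meets just one of the two criteria; inactive = fails both criteria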;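 note: 0% = median of neutral control wells and 100% = median of positive control wells; values of inactives mirror those of a sister screen read the other way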
SR-BI DiI-HDL act: enhances SR-BI lipid uptake from DiI-HDL. CHO ldlA[mSR-BI] cells, DiI-HDL uptake fluorescence, 3 h; 100 = double the neutral-control signal. activation, % at 12.5 µM. 0.096% of 320,000 active. AID 504775;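 active = mean replicate activation of at least 60% and every replicate at or above 60%; inconclusive = mean or all-replicate condition met, but not both; inactive = mean below 60% and not all replicates reaching 60%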;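 note: 0% = median plate neutral-control signal and 100% = twice that signal; values of inactives mirror those of a sister screen read the other way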
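Material: SR-BI-overexpressing, LDLR-lacking CHO cells | Dosing: Single compound concentration, delivered by pin transfer | Probe or stimulus: Labelled HDL, 10 µg/mL | Signal: Bottom-read cell fluorescence after medium removal, ex 550/em 595 nm | Schedule: 3 h, 37 °C | Evaluation: HDL uptake via cellular fluorescence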
CDK5 p35 inh: inhibitors of human CDK5/p35 kinase; Q00535+Q15078; Recombinant CDK5/p35, ADP-Glo luminescence, 60 min; inhibition, % at 10 µM; 0.01% of 330,000 active; AID 488839;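 active = highest replicate inhibition of at least 50% and at least 75% of replicates reaching 50%; inconclusive = only one of the two criteria met; inactive = both criteria failed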;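 note: plate controls were DMSO neutral control for no effect and GW8510 at 10 µM for full effect; many of its hits are not listed in these tables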
Target sequence (Q00535 whole entry, looked up): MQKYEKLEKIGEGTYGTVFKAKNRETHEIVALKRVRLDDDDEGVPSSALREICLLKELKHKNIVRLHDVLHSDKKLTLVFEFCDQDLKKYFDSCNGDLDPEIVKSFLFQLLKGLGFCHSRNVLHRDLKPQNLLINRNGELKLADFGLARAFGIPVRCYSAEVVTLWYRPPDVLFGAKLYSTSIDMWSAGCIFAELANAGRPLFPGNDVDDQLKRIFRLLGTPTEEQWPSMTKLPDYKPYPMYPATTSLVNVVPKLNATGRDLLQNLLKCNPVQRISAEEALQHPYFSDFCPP
Target sequence (Q15078 whole entry, looked up): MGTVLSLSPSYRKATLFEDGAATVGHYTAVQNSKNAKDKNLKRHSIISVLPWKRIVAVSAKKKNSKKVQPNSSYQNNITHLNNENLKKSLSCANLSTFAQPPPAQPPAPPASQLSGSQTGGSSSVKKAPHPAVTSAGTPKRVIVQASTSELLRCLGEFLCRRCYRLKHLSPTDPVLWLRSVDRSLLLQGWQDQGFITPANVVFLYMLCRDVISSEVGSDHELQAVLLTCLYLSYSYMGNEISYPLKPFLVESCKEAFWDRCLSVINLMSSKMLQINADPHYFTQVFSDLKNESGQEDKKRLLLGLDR
PvdQ acylase: P. aeruginosa PvdQ acylase inhibition | inhibition, % at 10 µM | purified PvdQ acylase, fluorescence plate reader | AID 488965 | 0.063% of 340,000 active; in the data active = inhibition above about 30%, passing the limit was not always enough; inconclusive = no clear call, values can overlap the other calls;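 note: 0% = vehicle neutral wells and 100% = reference inhibitor wells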
Rtt109 HAT inh: blocks Candida albicans Rtt109/Vps75 acetyltransferase activity; Q5AAJ8; purified Rtt109/Vps75, ThioGlo CoA-SH fluorescence, 4 h; inhibition, % at 34.9 µM; 0.16% of 330,000 active; AID 540336;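 active = inhibition of at least 50% in every replicate; inconclusive = best replicate reaches 50% inhibition but some replicates fall short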
cardiac RTF act: cardiac RTF calcium sensitization; 0.24% of 340,000 active; P19429+P45379; IANBD-labeled TnC RTF fluorescence at EC20 calcium; 0% EC20 calcium, 100% full calcium; activation, % at 7.2 µM; AID 493008;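 active = activation above the mean over all tested compounds plus 3 SD, cut at about 30% in these data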;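 note: rise in fluorescence read as greater calcium sensitivity of cardiac thin filaments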
dFosB activator: mouse delta FosB homodimer activation | purified delta FosB, TAMRA-CDK5 oligo fluorescence polarization; percent of positive-control signal above neutral wells | activation, % at 25 µM | 0.99% of 340,000 active | AID 493131;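 active = mean activation above about 17%, with every replicate also reaching it, limit read from the data, passing the limit was not always enough; inconclusive = only one of the two conditions met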;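 note: fluorescence polarization rise as delta FosB binds a TAMRA Cdk5 AP-1 oligo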
HTR5A ag: HTR5A agonism, opioid heterodimer counter-screen. 0.61% of 340,000 active. activation, % at 9.3 µM. HTR5A agonist assay, luminescence, cell-based. AID 504692. P47898; in the data active = activation mostly above about 9.5%, no sharp cut-off; inactive = mostly below about 7.6%;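 note: 0% = cells with vehicle only and 100% = reference agonist; strong numbers were not always called active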
Target sequence (P47898 whole entry, looked up): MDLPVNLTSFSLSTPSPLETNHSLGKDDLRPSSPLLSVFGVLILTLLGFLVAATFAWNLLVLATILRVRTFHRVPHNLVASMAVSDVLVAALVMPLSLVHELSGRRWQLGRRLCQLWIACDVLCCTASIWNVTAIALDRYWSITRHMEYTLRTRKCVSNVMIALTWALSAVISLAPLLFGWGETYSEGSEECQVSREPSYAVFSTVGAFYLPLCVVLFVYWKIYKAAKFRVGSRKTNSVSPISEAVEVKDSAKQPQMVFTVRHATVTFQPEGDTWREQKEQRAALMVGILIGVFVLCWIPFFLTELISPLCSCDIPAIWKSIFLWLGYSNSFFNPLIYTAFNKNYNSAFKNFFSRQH
* marks the source's active call; other numbers are inactive results; u = inconclusive; x = not tested or not shown.

SMILES	MITF TRPM1 HTS	Wnt act	SR-BI HDL uptake	SR-BI DiI-HDL act	CDK5 p35 inh	PvdQ acylase	Rtt109 HAT inh	cardiac RTF act	dFosB activator	HTR5A ag
Cc1ccc(S(=O)(=O)N2C(=O)CCC2C(=O)Nn2cnnc2)cc1 (stereo not given)	-1.1	x	4.4	-4.4	-0.7	-5.9	-15.5	-1.6	-2.6	-1.8
CC1CC(C)CN(C(=O)COC(=O)c2ccc3c(c2)C(=O)N(Cc2ccco2)C3=O)C1 (stereo not given)	2.1	-3.1	-5.9	5.9	0.6	-13.4	0.6	0.1	-3.9	2.7
O=C1CSCN1c1ccc(Cl)cc1	-5.4	-1.2	-15.0	15.0	-1.2	-1.1	-5.9	-5.4	4.6	-3.5
COc1cccc(CN2CCC(Oc3ccc(C(=O)NCc4ccccn4)cc3)CC2)c1	-3.8	-1.7	9.6	-9.6	0.4	-5.5	-0.9	-2.2	-5.5	-4.8
CC(C)(C)c1ccc(S(=O)(=O)NNC(=O)C2CCN(Cc3cccc(F)c3)CC2)cc1	7.6	-2.6	-17.1	17.1	-0.1	-3.4	x	3.4	-5.6	1.2
C/C(=N\NC(=O)c1ccc([N+](=O)[O-])cc1Cl)c1ccccc1	21.4	13.8	-7.3	7.3	0.7	1.6	5.4	4.8	-8.8	-1.2
CCOC(=O)/C(C#N)=C/c1cccc(F)c1	0.5	-1.6	-11.9	11.9	-0.6	0.4	9.1	5.1	2.4	3.9
CCn1c2c(c(=N)c3c1CCC3)CCC2	-7.6	1.8	-11.8	11.8	0.6	-9.8	-3.8	-3.6	-1.2	2.5
O=C(NNC1=Nc2cc([N+](=O)[O-])ccc2OC1)c1ccccc1Cl	-11.6	2.0	0.5	-0.5	0.9	-5.9	-8.6	-0.3	3.4	3.8
NS(=O)(=O)c1ccc(CCNC(=O)C(=O)c2cn(CC(=O)N3CCOCC3)c3ccccc23)cc1	-7.9	0.0	8.6	-8.6	-0.7	-10.9	0.2	-3.4	2.5	-0.9
CCOC(=O)/C(C)=N/NC(=O)c1cccc([N+](=O)[O-])c1	0.5	-10.4	13.0	-13.0	1.5	-9.8	-3.7	1.3	-1.8	-0.2
CN(C)CCOC(=O)COc1ccc(Cl)cc1	1.2	-3.0	-11.8	11.8	-0.4	-8.1	-7.6	6.2	-2.1	-5.4
O=C(CCC(=O)N1CCOc2ccccc21)NCc1cccnc1	x	-5.0	0.5	-0.5	-2.1	-3.8	-2.4	-2.8	1.7	-5.3
C/C(=N/NC(=O)CCC(=O)Nc1ccc(Br)cc1)c1ccc(Br)cc1	6.7	0.0	-17.4	17.4	-0.3	-17.1	5.7	5.7	-5.7	-5.7
Cn1c(=O)c(-c2ccccc2)nc2ccccc21	2.0	x	12.9	-12.9	-0.3	-3.8	-4.7	0.3	-4.9	-2.0
O=C(O)CCc1ccc(S(=O)(=O)Nc2ccccc2N2CCCCC2)cc1	-3.9	-1.8	-19.6	19.6	1.1	-16.5	-10.7	-0.5	-1.8	-0.2
Cc1ccc(N=Cc2nc(/C=C/c3cccc([N+](=O)[O-])c3)oc2O)cc1	-2.7	-1.4	13.1	-13.1	0.8	-8.9	-12.2	4.7	-5.3	1.0
COc1ccc(-n2c3c(cc(C(=O)N4CCN(CCO)CC4)c2=O)C(=O)CC(C)(C)C3)cc1	-8.3	x	-19.3	19.3	3.1	-5.9	5.1	5.7	0.2	-7.4
CC1CN(c2ccnc3cc(Cl)ccc23)CC(C)O1 (stereo not given)	3.6	-1.9	x	x	1.6	-14.2	0.9	6.3	-3.3	10.0
Cc1ccccc1CN(C)CCS(=O)(=O)c1cc(Cl)ccc1Cl	-9.1	-2.4	5.4	-5.4	-1.3	-17.5	-1.7	0.7	-2.1	-2.4

Copied from the list.
COc1ccc(-n2c3c(cc(C(=O)N4CCN(CCO)CC4)c2=O)C(=O)CC(C)(C)C3)cc1 in Rtt109 HAT inh: 5.1
C/C(=N\NC(=O)c1ccc([N+](=O)[O-])cc1Cl)c1ccccc1 in HTR5A ag: -1.2

Remaining list, next part:
SMILES	MITF TRPM1 HTS	Wnt act	SR-BI HDL uptake	SR-BI DiI-HDL act	CDK5 p35 inh	PvdQ acylase	Rtt109 HAT inh	cardiac RTF act	dFosB activator	HTR5A ag
O=C(Nc1ccccc1)OCCOc1cccc(Br)c1	x	15.8	-1.9	1.9	0.5	-15.6	-13.9	0.3	-7.6	-1.0
CC(C)NS(=O)(=O)c1ccc(CCC(=O)NCc2ccco2)cc1	-5.7	-3.0	30.0	-30.0	-0.9	-10.6	3.3	4.0	-5.0	1.7
Cc1nn(-c2ccccc2Cl)c(Cl)c1/C=N/Nc1cccc(C(=O)O)c1	-66.6	x	-45.9	45.9	-2.4	-4.7	-2.4	3.1	0.1	4.0
O=C(Cn1c(-c2ccccc2)noc1=O)Nc1ccc(S(=O)(=O)N2CCOCC2)cc1	12.4	x	-26.1	26.1	-0.8	-7.3	6.9	4.5	-6.9	2.0
O=C1C2C3C=CC(C3)C2C(=O)N1CN(Cc1ccccc1)CN1C(=O)C2C3C=CC(C3)C2C1=O (stereo not given)	-1.5	-2.0	-4.8	4.8	2.5	11.1	2.4	-1.0	-8.8	3.1
COc1ccc(/C=N\NC(=O)c2ccccc2)cc1COc1ccccc1	0.5	1.4	24.8	-24.8	0.3	-6.4	4.8	2.3	-6.1	5.1
O=C(CSc1nc2cc(Cl)ccc2s1)N1CCCc2ccccc21	4.1	-2.6	7.8	-7.8	-0.3	6.7	16.0	10.6	-12.9	-3.9
O=C(c1cccc(OC2CCN(C3CCCC3)CC2)c1)N1CCCCCCC1	6.6	-2.5	-4.0	4.0	1.3	-18.0	-1.8	1.6	-3.2	-6.8
O=C(O)CCCCCN1C(=O)/C(=C\c2ccc(-c3ccc(Cl)cc3)o2)SC1=S	14.1	-1.7	-11.2	11.2	1.9	8.6	11.0	12.1	-5.4	7.0
COc1ccc(N(CC(=O)Nc2c(C)n(C)n(-c3ccccc3)c2=O)S(=O)(=O)c2ccc(C)cc2)cc1	-4.9	-1.7	9.9	-9.9	2.2	7.1	1.2	-0.1	-5.6	-1.9
COCCNC(=O)C(c1ccc(F)cc1)N(C(=O)CCC(=O)Nc1nccs1)c1cccc(C)c1 (stereo not given)	4.5	-1.4	-8.0	8.0	1.3	-1.0	-4.9	-4.1	-11.2	1.5
Cc1ccc(S(=O)(=O)N2CCOCC2)cc1NC(=O)CNCc1ccccn1	6.5	0.4	-7.9	7.9	-1.6	-8.7	0.2	2.4	-14.4	10.3
O=[N+]([O-])c1cc([N+](=O)[O-])c(Oc2cccnc2Br)cc1NN1CCCCC1	5.5	2.6	-21.2	21.2	2.7	-0.1	4.0	10.1	3.8	0.3
O=C(O)CN(c1ccccc1[N+](=O)[O-])S(=O)(=O)c1ccccc1	-7.7	0.9	-30.0	30.0	1.1	-5.8	4.3	0.8	-1.3	3.4
CC(=O)NC1N=C(C)N(c2ccccc2)C1=O (stereo not given)	x	2.6	-32.2	32.2	0.1	11.4	4.9	-4.2	-0.9	0.9
Cc1ccc(-n2nc3c4c(cccc4c2=O)-c2ccccc2-3)cc1	2.0	x	4.8	-4.8	1.7	1.2	3.0	-3.1	-14.6	1.3
CCC(=O)OCC(=O)N=c1sccn1Cc1ccccc1Cl	-12.2	1.5	-1.4	1.4	-0.2	-8.9	-13.4	-2.6	0.3	-5.2
CCOc1ccc(NC2=NCCC(=O)N2Cc2cccs2)cc1	x	x	-19.7	19.7	-0.8	-11.6	7.7	0.5	-1.3	2.0
Cc1cccc(N2CCN(c3ccc(N4C(=O)CCCC4=O)cc3[N+](=O)[O-])CC2)c1C	3.6	x	x	x	1.3	0.1	0.9	-3.9	-1.6	-3.3
CC(=O)Nc1ccc(NC(=O)COC(=O)c2ccc(C)s2)cc1	-1.2	x	-35.8	35.9	-0.2	8.9	-11.2	4.2	9.2	2.9

Next section, starting with the last 2 of the part before.
SMILES	MITF TRPM1 HTS	Wnt act	SR-BI HDL uptake	SR-BI DiI-HDL act	CDK5 p35 inh	PvdQ acylase	Rtt109 HAT inh	cardiac RTF act	dFosB activator	HTR5A ag
Cc1cccc(N2CCN(c3ccc(N4C(=O)CCCC4=O)cc3[N+](=O)[O-])CC2)c1C	3.6	x	x	x	1.3	0.1	0.9	-3.9	-1.6	-3.3
CC(=O)Nc1ccc(NC(=O)COC(=O)c2ccc(C)s2)cc1	-1.2	x	-35.8	35.9	-0.2	8.9	-11.2	4.2	9.2	2.9
CSc1nnc(COc2ccc(C)cc2)n1N	x	x	11.5	-11.5	-0.6	-12.3	4.8	2.0	2.9	0.5
O=C(N/C(=C/c1cccc(Br)c1)c1nc(=S)[nH][nH]1)c1ccccc1	8.0	x	4.5	-4.5	-0.5	-9.9	6.8	-1.8	-5.8	-3.3
CCN(CC)CCCNC(=O)C1c2cc(OC)c(OC)cc2C(=O)N(C)C1c1cccs1 (stereo not given)	x	x	4.9	-5.0	-1.5	4.6	5.1	1.3	2.1	-2.5
Cc1cccc(CCNC(=O)CCS(=O)(=O)c2cc3c(cc2C)NC(=O)CO3)c1	-0.8	-1.6	22.7	-22.7	-4.7	-21.8	7.6	12.5	0.5	8.3
COc1cc2cc(CN(CCN3CCCC3)C(=O)Nc3ccc(F)cc3)c(=O)[nH]c2cc1OC	4.7	x	6.3	-6.3	-1.0	-9.7	0.8	5.4	14.0	13.2
O=C(CN1CCOCC1)Nc1ccc2c(c1)OCO2	0.7	3.3	-34.4	34.4	-0.7	-14.3	14.7	-1.8	0.3	-2.8
Cc1ccc(C)c(N(CC(=O)N2CCCCCC2)S(C)(=O)=O)c1	x	-1.6	-12.6	12.6	-1.3	-7.4	7.6	-2.9	2.2	3.7
O=C(NCCN1CCOCC1)c1nn2c(c1Cl)NC(c1ccccc1)CC2C(F)(F)F (stereo not given)	-6.5	1.4	-6.3	6.3	-0.7	9.0	u	-2.1	-1.2	8.1
COc1cc(CC(=O)Nc2ccccc2N2CCOCC2)cc(OC)c1OC	2.0	-1.9	-9.0	9.0	-2.4	-15.1	-4.0	-2.2	-4.1	-2.3
COc1ccc(CNC(=O)C2CCC(CNc3c(N4CCCCC4)c(=O)c3=O)CC2)cc1 (stereo not given)	5.6	-2.2	-19.6	19.5	-1.6	-4.0	7.5	-1.4	-4.6	10.3
CCC(=O)Nc1ccc(-c2cc(-c3ccccc3)nc(-c3ccc(NC(=O)CC)cc3)n2)cc1	6.7	-4.4	-102.6	102.6*	1.1	-13.2	1.2	-1.6	5.3	4.9
O=C1Nc2ccccc2C1C(C[N+](=O)[O-])c1ccccn1 (stereo not given)	-13.8	4.0	x	x	0.7	3.8	-4.0	-0.2	1.2	-0.4
